Compound activity deposited in PubChem BioAssay by National Center for Advancing Translational Sciences (NCATS).
TDP1 cell CPT – DT40-hTDP1 cell growth loss with CPT; chicken DT40 Tdp1-/-;hTDP1 cells + 20 nM CPT, ATP luminescence, 48 h; Potency, µM (titrated, usually from 46.2 µM), for the others: at the highest dose activity change, negative = growth inhibition, hits mostly inhibitors; 12% of 420,000 active; also: nearly all actives have a fitted effect of over 55% in size
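Chicken DT40 Tdp1-/- cells stably complemented with human TDP1 were seeded at 400 cells/well in medium containing 20 nM camptothecin, exposed to pin-transferred compounds, and grown at 37 °C for at least 48 hr. Viability was read as ATP luminescence.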
TDP1 block – TDP1 (human) enzyme inhibition; 0.28% of 350,000 active; recombinant TDP1, AlphaScreen DNA substrate cleavage; Potency, µM (top dose mostly 130 µM), inactives show at the top dose activity change, negative = inhibition, hits mostly inhibitors; AID 485290; Q9NUW8; also: nearly all actives have a fitted effect of over 40% in size
Target sequence (Q9NUW8 whole entry, looked up): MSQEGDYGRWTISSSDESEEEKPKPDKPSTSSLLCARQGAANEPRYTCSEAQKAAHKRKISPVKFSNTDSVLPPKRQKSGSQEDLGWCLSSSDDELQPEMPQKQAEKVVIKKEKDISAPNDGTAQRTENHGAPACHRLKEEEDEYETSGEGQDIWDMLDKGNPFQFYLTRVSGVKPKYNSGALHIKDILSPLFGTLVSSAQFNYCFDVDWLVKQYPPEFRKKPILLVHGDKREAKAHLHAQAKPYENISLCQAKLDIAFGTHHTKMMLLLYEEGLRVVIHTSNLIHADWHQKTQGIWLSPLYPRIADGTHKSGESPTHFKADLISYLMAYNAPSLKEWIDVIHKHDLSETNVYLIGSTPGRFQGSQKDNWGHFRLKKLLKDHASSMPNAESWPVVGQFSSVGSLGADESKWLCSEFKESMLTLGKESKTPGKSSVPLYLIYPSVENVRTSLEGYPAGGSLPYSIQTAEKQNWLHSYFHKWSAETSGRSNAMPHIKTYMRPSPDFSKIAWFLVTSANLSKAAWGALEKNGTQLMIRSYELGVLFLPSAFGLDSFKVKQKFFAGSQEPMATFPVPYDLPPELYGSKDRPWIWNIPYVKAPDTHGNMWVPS
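Tdp1 1 nM final; 15 min RT w/ cpd; substrate 15 nM, 5 min; beads 10 ug/ml, 10 min; AlphaScreen read. Neg ctrl: no enzyme.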
TDP1 cell noCPT – qHTS for Inhibitors of human tyrosyl-DNA phosphodiesterase 1 (TDP1): qHTS in cells in absence of CPT; 15% of 420,000 active; DT40 Tdp1-/- hTDP1 cells, no CPT, ATP luminescence, 48 h; Potency, µM (top dose mostly 46.2 µM), for the others: at the top dose activity change, negative = growth inhibition, most hits filed as inhibitors; also: nearly all actives have a fitted effect of over 55% in size
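Stably hTDP1-transfected Tdp1-null chicken DT40 cells were treated with library compounds minus camptothecin and grown for at least 48 hr at 37 °C, after which cellular ATP was quantified by luminescence.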
Numbers without * were called inactive; ? = inconclusive; . = not tested or not shown; & = joins results of further samples; ! = repeats disagree; [ ] = another dose, or the depositor's remark. Calls follow the shape of the dose curve; as a rule, active = well fitted curve in the direction sought with a large enough effect; inconclusive = small, poorly fitted or top-dose-only effect, or another doubt; inactive = no such curve, though single readings can be large; an effect the other way counts as inactive or inconclusive. % is scaled to controls: 0 for no effect and ±100 for the full control effect; potency is read from the fitted curve at half-maximal effect.

SMILES | TDP1 cell CPT | TDP1 block | TDP1 cell noCPT
COc1ccc(N(C(=O)/C=C/c2ccccc2)C2=CC3CCC(C2)N3C)cc1 (stereo not given) | ? | 0.0% | ?
Nc1cccc(C2=Nc3cccc4cccc(c34)N2)c1 | ? | 3.5% | ?
CCOc1cc(/C=N/NC(=O)COc2ccc(Cl)cc2)ccc1OS(=O)(=O)c1ccccc1 | ? | -3.4% | 23.1µM*
Cc1cc(C)nc(NS(=O)(=O)c2ccc(Br)s2)c1 | -5.6% | -5.9% | -13.2%
COc1cccc(C(=O)CSc2nnnn2C)c1 | -13.6% | -4.0% | -29.9%
COc1ccccc1C1CC(c2ccc(NS(C)(=O)=O)cc2)=NN1C(=O)c1ccccc1 (stereo not given) | -24.0% | 5.3% | ?
CCc1nc2ccc(C(=O)N3CCCCC3)cn2c1N(C)CCCc1ccccc1 | ? | . | ?
N#Cc1cccc(NC(=O)C2CCN(c3nc(-c4ccc(Cl)cc4)no3)CC2)c1 | 13µM* | 2.7% | 16.4µM*
COc1ccc2c(c1)N(S(=O)(=O)c1ccccc1)CCC2=O | -19.1% | -7.9% | ?
CCc1cccc(CC)c1NC(=O)COC(=O)CC1c2ccccc2CCN1S(=O)(=O)c1ccccc1 (stereo not given) | ? | -1.4% | ?
COc1ccc(C)cc1Nc1n[n+](-c2ccccc2)c(-c2c(Cl)cccc2Cl)s1 | 20.6µM* | . | 13µM*
COc1cccc(/C=N/Nc2ncnc3scc(-c4ccccc4)c23)c1OC | ? | 3.9% | 18.4µM*
O=C(COC(=O)/C=C/c1ccc(Cl)cc1)NC1CCCCCC1 | -6.1% | 0.6% | -23.8%
CCN(CC(=O)Nc1ccc(OC)cc1)C(=O)c1ccc(NS(=O)(=O)c2ccc(C(C)=O)cc2)cc1 | ? | 3.7% | -24.9%
C(=C\c1ccccc1)/CSc1nnc(-c2ccccn2)n1Cc1ccco1 | 2.59µM* | 3.3% | 2.91µM*
COc1ccc(/C=C/C(=O)N2CCC(c3nc4ccccc4o3)CC2)cc1 | ? | 6.8% | ?
CCOc1ccc(/C=N/NC(=O)c2ccc(O)cc2)cc1CN1CC2CC(C1)c1cccc(=O)n1C2 (stereo not given) | ? | 5.1% | ?
Cc1cccc(C(=O)NCC(=O)N2CCOCC2)c1 | -4.3% | 1.5% | 11.6%
CCOC(=O)[C@]12CCCC=C1N(Cc1cccc3ccccc13)C(=O)[C@H](CC(=O)N1CCCC1)C2 | ? | . | 20.6µM*
Cc1nn(C)c(Cl)c1CN1CCCC(CCC(=O)NCc2ccccc2F)C1 (stereo not given) | 5.7% | -6.0% | -10.5%
CCOC(=O)c1ccc(S(=O)(=O)Nc2cc(S(=O)(=O)Nc3ccc(OC)cc3)ccc2O)cc1 | -3.2% | 5.1% | -3.4%
Cc1cc(C)nc(SCc2cc(=O)c(OC(=O)c3ccc(S(=O)(=O)N(C)C)cc3)co2)n1 | 2.2% | 5.3% | -9.1%
CC(C)CNC(=O)c1nn(Cc2ccccc2)c(=O)c2ccccc12 | ? | 1.8% | -19.8%
CCC(COC)Oc1cc(NCc2ccccc2)c2ncn(C(C)C)c2c1 (stereo not given) | 25.9µM* | 8.8% | 18.4µM*
O=C(C1=C[C@@H](c2coc3ccccc3c2=O)C[C@@H](OCCCCO)O1)N1CCN(Cc2ccc3c(c2)OCO3)CC1 | ? | 6.4% | ?

Full records from above. Values in the order: TDP1 cell CPT, TDP1 block, TDP1 cell noCPT
Profile of COc1cccc(C(=O)CSc2nnnn2C)c1 : -13.6%, -4.0%, -29.9%
Profile of CCOC(=O)c1ccc(S(=O)(=O)Nc2cc(S(=O)(=O)Nc3ccc(OC)cc3)ccc2O)cc1 : -3.2%, 5.1%, -3.4%
Profile of Cc1cc(C)nc(SCc2cc(=O)c(OC(=O)c3ccc(S(=O)(=O)N(C)C)cc3)co2)n1 : 2.2%, 5.3%, -9.1%
Profile of C(=C\c1ccccc1)/CSc1nnc(-c2ccccn2)n1Cc1ccco1 : 2.59µM*, 3.3%, 2.91µM*
Profile of N#Cc1cccc(NC(=O)C2CCN(c3nc(-c4ccc(Cl)cc4)no3)CC2)c1 : 13µM*, 2.7%, 16.4µM*

Reformatted field by field: entries from further up
Cc1cc(C)nc(NS(=O)(=O)c2ccc(Br)s2)c1
  TDP1 cell CPT: -5.6%
  TDP1 block: -5.9%
  TDP1 cell noCPT: -13.2%
COc1cccc(C(=O)CSc2nnnn2C)c1
  TDP1 cell CPT: -13.6%
  TDP1 block: -4.0%
  TDP1 cell noCPT: -29.9%

New compounds follow.
SMILES | TDP1 cell CPT | TDP1 block | TDP1 cell noCPT
CCOc1ccccc1N(CC(=O)NC1CCCCC1)S(=O)(=O)c1ccc(C)cc1 | ? | -0.4% | 20.6µM*
COc1ccc(S(=O)(=O)N2CCOCC2)cc1NC(=O)c1cccc2c(=O)c(C)c(-c3ccccc3)oc12 | ? | 0.0% | 5.17µM*
Cc1cc(-c2ccnc(-n3ncc(C(=O)NCC4CCCN(C)C4)c3C3CC3)n2)c(C)s1 (stereo not given) | 5.5% | . | -2.6%
CC1CC(C)CN(S(=O)(=O)N2CCCC(C(=O)NC3CCCCC3)C2)C1 (stereo not given) | -2.3% | 3.1% | 3.4%
O=C(COC(=O)c1cc(NS(=O)(=O)c2cccs2)ccc1O)Nc1ccc(F)c(F)c1F | -1.6% | 0.6% | 0.3%
C=CCOc1ccccc1CN1CCC(Cc2ccccc2)CC1 | ? | . | ?
O=C(CN(C(=O)c1csnn1)c1ccc(F)c(Cl)c1)NCc1ccc2c(c1)OCO2 | -23.3% | 0.6% | -29.7%
CCCN(CC(=O)Nc1ccc(Cl)cc1Cl)C(=O)/C=C/c1ccco1 | ? | -0.6% | 16.4µM*
C#CCOCCOCCOCCNc1nc(N2CCN(C(=O)[C@H]([C@@H](C)O)n3cc(CCCCN)nn3)CC2)nc(N2CCN(C(=O)[C@H](CCCCN)n3cc(CC(C)O)nn3)CC2)n1 (stereo not given in full) | -19.1% | -3.1% | -6.2%
CC[C@@]1(C(=O)OC)N[C@H](CN(C)C(=O)NC(C)C)[C@@H]2C(=O)N(Cc3ccccc3)C(=O)[C@@H]21 | -29.4% | 1.0% | ?
Cc1ccc(OCC(=O)NC2CC(C)(C)NC(C)(C)C2)c(C)c1 | -3.8% | -8.3% | 0.0%
COc1ccc(N2CCN(C(=O)CSc3nnc(-c4cc5ccccc5cc4O)n3C)CC2)cc1 | 23.1µM* | 6.2% | 18.4µM*
COc1ccc(-c2csc(COC(=O)C(C)(C)C)n2)cc1 | 2.5% | -11.2% | 1.4%
COc1ccccc1NC(=O)c1ccc(NC(=O)COC(=O)C2CC2C)cc1 (stereo not given) | -13.1% | 6.8% | ?
CCCNC(=O)C1(C)CCN(C(=O)c2ccc3c(c2)CCO3)C1 (stereo not given) | ? | . | -9.3%
CN(C)CCNC(=O)C1CCN(c2nc3ccccc3[nH]2)CC1 | -14.0% | 2.7% | -1.3%
COCCCNC(=O)c1ccc(-n2c(-c3ccccc3)cc3c2CCCC3)cc1 | ? | 1.3% | 20.6µM*
COc1ccc(NC(=O)CSc2nnc(-c3cccc(O)c3)o2)cc1 | -7.4% | 14.3% | -25.8%
Cn1cnnc1-c1cccc(NS(=O)(=O)c2ccc(N3CCCC3=O)cc2)c1 | -4.7% | -0.2% | 0.7%
CCOC(=O)[C@@H]1[C@H]2COc3cc(OC)ccc3[C@@H]2N2C(=O)N(c3ccccc3)C(=O)[C@]12C | -19.2% | 3.2% | -24.4%
COc1ccc(C2c3c(n(C)c4ccccc34)C(=O)N2CC(=O)Nc2ccccc2Cl)cc1 (stereo not given) | ? | 8.5% | 25.9µM*
O=C(O)c1ccc(CSc2nc3cccnc3n2Cc2cccc(F)c2)cc1 | -1.4% | 4.9% | -18.6%
COc1ccc(/C(C)=N/NC(=O)c2ccccc2OCc2ccccc2)c(OC)c1 | ? | 3.7% | ?
Cc1cc(S(=O)(=O)NCc2nc(N3CCCC3)c3cc(Cl)ccc3n2)c(C)s1 | -4.5%[9.04 µM] | . | -6.9%
CCCN1Cc2cccc(C(=O)NC(CC(=O)OCC)c3ccc(C)cc3)c2C1=O (stereo not given) | 1.6% | -5.4% | -28.4%
SMILES | TDP1 cell CPT | TDP1 block | TDP1 cell noCPT
Cc1cc(C)nc(NN=CC2=C(N3CCOCC3)/C(=C/c3ccc(Cl)cc3)CC2)n1 | 11.6µM* | . | 8.2µM*
COc1ccccc1N(C(=O)c1ccco1)C(C(=O)NC1CCCC1)c1ccc(N2CCOCC2)cc1 (stereo not given) | -25.0% | . | 7.5%
Cc1nn(CC#N)c(=O)n1-c1ccc(C(C)C)cc1 | 20.8% | 0.0% | 0.6%
C/C(=N\Nc1ccc(Cl)c(C(=O)O)c1)c1ccc[nH]1 | 3.8% | ? | -15.1%
CCOC(=O)C1=C(C)N=c2s/c(=C\c3ccncc3)c(=O)n2C1c1ccc2c(c1)OCO2 (stereo not given) | ? | 13.2% | ?
O=S(=O)(c1cccc(-c2nnc(-c3ccc(Br)cc3)o2)c1)N1CCCCCC1 | -29.0% | 4.4% | -6.3%
CCOc1cc(C(=O)NCc2ccccc2)ccc1OCC(=O)N1CCCCC1 | -16.6% | 1.2% | -12.8%
CC(=O)Nc1sc2c(c1C#N)CCC2 | -1.0% | 8.8% | -5.6%
O=C(N/C(=C\c1ccc([N+](=O)[O-])cc1)C(=O)N1CCCCC1)c1ccc(Br)o1 | -9.5% | -0.3% | -17.3%
CCOC(=O)/C=C1\CC(C(=O)OCC)Oc2c(OC)cccc21 (stereo not given) | ? | 0.1%[56.1 µM] | 23.1µM*!
Nc1cc(Cl)ccc1Nc1ccncc1 | -2.9% | . | 5.5%
CC(C)CCn1c(COc2ccccc2)nn(CCC#N)c1=S | ? | . | -25.0%
Cc1ccc(Cl)cc1NC(=S)Nn1cnnc1 | -18.5% | 6.8% | 12.0%
CCN(c1ccc(NC(=O)COC(=O)/C=C/c2ccco2)cc1)C(C)C | 25.9µM* | 6.3% | 18.4µM*
CCN(CC)C(=O)COc1ccc2c(-c3ccccc3)cc(=O)oc2c1 | -23.5% | 5.1% | -19.1%
COC(=O)c1ccc(COc2ccc(C#N)cc2)o1 | -0.1% | 0.6% | 3.2%
O=C(CSc1nnc(-c2ccncc2)n1Cc1ccccc1)Nc1nccs1 | -21.7% | 3.0% | -17.6%
N=C1c2ccccc2CN1NC(=O)CC12CC3CC(CC(C3)C1)C2 | ? | 1.9% | ?
Cc1oc2c(C)c(O)ccc2c(=O)c1-c1ccc2ccccc2n1 | -19.3% | -3.1% | -14.8%
COC(=O)Nc1ccc(S(=O)(=O)Nc2ccc(O)cc2)cc1 | ? | 2.2%[56.1 µM] | ?
O=C(N/N=C/c1cccc2ccccc12)c1cccnc1 | -0.7% | . | 5.6%
Cc1ccc(NS(=O)(=O)c2cc(NC(=O)c3ccc4c(c3)NC(=O)CS4)ccc2Cl)c(C)c1 | ? | -2.7% | 25.9µM*
COc1cc(N)c(Cl)cc1C(=O)OCC(=O)NCC1CCCO1 (stereo not given) | -4.1% | -3.6% | 2.0%
O=C(COC(=O)/C=C/c1cccc(Br)c1)NC1CCCCC1 | 3.0% | 2.1% | -2.1%
O=C(NCC1CCCO1)c1ccc2c(=O)n(CCc3ccccc3)c(=O)[nH]c2c1 (stereo not given) | 2.5% | 6.9% | -14.4%
SMILES | TDP1 cell CPT | TDP1 block | TDP1 cell noCPT
COc1ccc(CC(=O)Nc2c3c(nn2-c2cccc(C)c2C)CS(=O)C3)cc1OC (stereo not given) | 3.3% | 3.8% | 7.7%
Cc1sc2nc(SCC(=O)NCCOCCO)n(C)c(=O)c2c1C | -27.6% | -2.1% | -10.3%
CCOC(=O)C1CCN(Cc2ccccc2C)CC1 | -12.7% | 0.0% | -5.9%
CC1CCN(C(=O)C2CCN(S(=O)(=O)c3ccc4c(c3)CC(C)N4C(=O)C3CC3)CC2)CC1 (stereo not given) | -16.7% | 1.9% | ?
CCC(C)c1ccc(S(=O)(=O)N2CC(=O)Nc3ccccc32)cc1 (stereo not given) | -22.2% | 7.7% | ?
CCN1CCc2c(sc(-n3cccc3)c2C(CCC(C)C)NC(=O)NCCC(=O)OC)C1 (stereo not given) | ? | 2.5% | 25.9µM*
Cc1ccc(OCC(=O)NC2=NCCS2)cc1 | -29.9% | -4.8% | -33.5%
CSc1ccc(Cn2c(C)c(C(=O)NCc3cccc(C)c3)sc2=O)cc1 | 23.1µM* | . | ?
CC(=O)Nc1ccc(C(=O)NCCc2ccccc2)cc1 | -11.9% | 2.7% | -17.7%
CC1=NN(c2ccccc2)C(=O)C1=C(C)C | -3.7% | 7.4% | -15.2%
Cc1c(C(C)(C)C)c(C=S)n2ccccc12 | ? | 8.5% | ?
COc1ccc(CN(C(=O)c2cc3ccccc3oc2=O)C2CCS(=O)(=O)C2)cc1 (stereo not given) | 12.5%&-2.2% | 1.1% | -3.2%&-13.9%
O=C(O)c1ccccc1CSC1=NCCS1 | -9.3% | 0.6% | -0.5%

Compounds as they come (roughly 18% active in at least one column).
